# Bioassay records: PubChem BioAssay, National Center for Advancing Translational Sciences (NCATS)
# ALOX12 inh: blocks human arachidonate 12S-lipoxygenase. P18054. purified 12hLO, xylenol orange hydroperoxide absorbance. Potency, µM (series often up to 108 µM), without a hit: top-dose activity change, negative = inhibition, most hits filed as inhibitors. 1.1% of 580,000 active. AID 1671190; note: potency is the fitted concentration of half-maximal effect; % is set by controls: 0 for no effect and ±100 for the full control effect
#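 Hydroperoxide product was detected by ferrous iron/xylenol orange as the 573 to 405 nm absorbance ratio. Arachidonic acid at 40 uM (final) was turned over for 30 min at room temperature by 150 nM human 12hLO, pH 7.0 Hepes buffer, after 15 min compound preincubation.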
# BLM helicase inh: Bloom syndrome helicase (human) inhibition. recombinant BLM DNA unwinding, fluorescence dequenching. 0.2% of 350,000 active. P54132. Potency, µM (series often up to 56.1 µM), for the others: top-dose activity change, negative = inhibition, most hits filed as inhibitors. AID 2528;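 note: potency is the fitted concentration of half-maximal effect; plate controls were vehicle for no effect and no enzyme for full effect; nearly all actives have a fitted effect of over 35% in size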
# Pol iota inh: DNA polymerase iota (human) inhibition | Q9UNA4 | Pol iota fluorescent replication assay, 10 min | Potency, µM (series often up to 115 µM), for the others: at the highest dose activity, negative = inhibition, most hits filed as inhibitors | 1% of 390,000 active; note: potency is the fitted concentration of half-maximal effect
#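 Fluorescent replication assay read twice, at 0 min and 10 min after adding 50 nM (final) substrate. Enzyme (10 nM) and compounds were first incubated 15 min at room temperature; enzyme-free buffer wells were negative controls.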
# Apoferritin bind: candidate novel general anesthetic via apoferritin binding; P02791; apoferritin/1-aminoanthracene competitive binding, fluorescence; Potency, µM (doses to about 77.5 µM), for the others: at the top dose activity change, negative = displacement, most hits filed as inhibitors; 0.074% of 350,000 active; note: potency is the fitted concentration of half-maximal effect; % is set by controls: 0 for no effect and ±100 for the full control effect; nearly all actives have a fitted effect of over 20% in size
# Target sequence (P02791 2-175 limits assumed): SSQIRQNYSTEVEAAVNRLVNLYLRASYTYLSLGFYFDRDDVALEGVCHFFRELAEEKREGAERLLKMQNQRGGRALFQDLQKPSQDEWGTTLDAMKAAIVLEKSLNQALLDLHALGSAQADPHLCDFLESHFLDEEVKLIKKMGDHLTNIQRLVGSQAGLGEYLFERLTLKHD
#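 Horse-spleen apoferritin (10 uM) in 50% saturated 1-aminoanthracene in PBS was incubated 10 min at room temperature with compound. Fluorescence (ex 380, em 535 nm) was normalized to free and bound 1-AMA, with concentration-response fitted by a four-parameter Hill equation.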
# TRHR ag: TRH receptor (human) agonism. P34981. TRHR cells, calcium flux fluo-8, FDSS agonist mode. activation, % at 2 µM. 0.18% of 360,000 active. AID 493084; in the data active = activation above about 30%; note: 0% is about no effect
#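 TRHR-expressing cells loaded with fluo-8 calcium dye; 23 nL library compound pin-transferred, kinetic FDSS fluorescence (Ex 480/Em 530) recorded about 180 s for agonist-induced calcium release, before a 10 nM TRH EC20 addition for potentiator mode.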
# APE1 inh: blocks human APE1 abasic DNA cleavage; P27695; recombinant APE1, TAMRA/BHQ-2 abasic DNA cleavage fluorescence; Potency, µM (series often up to 65.8 µM), inactives show at the highest dose activity change, negative = inhibition, most hits filed as inhibitors; 0.35% of 350,000 active; AID 2517;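 note: potency is the fitted concentration of half-maximal effect; plate controls were vehicle for no effect and reference inhibitor for full effect; nearly all actives have a fitted effect of over 55% in size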
# Target sequence (P27695 whole entry, looked up): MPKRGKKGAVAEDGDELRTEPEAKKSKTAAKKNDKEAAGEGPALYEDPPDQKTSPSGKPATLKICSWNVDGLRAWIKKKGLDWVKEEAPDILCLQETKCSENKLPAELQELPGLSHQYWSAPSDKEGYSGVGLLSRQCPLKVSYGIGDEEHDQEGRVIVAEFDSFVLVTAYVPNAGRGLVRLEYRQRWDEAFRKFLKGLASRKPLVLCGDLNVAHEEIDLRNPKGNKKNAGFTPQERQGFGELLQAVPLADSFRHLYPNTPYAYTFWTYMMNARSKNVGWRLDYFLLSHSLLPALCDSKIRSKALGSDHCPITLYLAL
#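 APE1 at 0.75 nM final was preincubated with compound 15 min at room temperature, then 50 nM double-stranded THF abasic-site substrate (5'-TAMRA/3'-BHQ-2) was added. Fluorescence (ex 525/em 598 nm) was read kinetically; third-minus-first read gave activity.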
# Pol beta inh: DNA polymerase beta (human) inhibition; AID 485314; 1.3% of 340,000 active; P06746; Pol beta primer extension/strand displacement, fluorescence kinetic; Potency, µM (doses to about 114 µM), for inactives: at the top dose activity change, negative = inhibition, usual class: inhibitors; note: potency is the fitted concentration of half-maximal effect; % is set by controls: 0 for no effect and ±100 for the full control effect
#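 Homogeneous kinetic assay of primer extension and strand displacement by 10 nM Pol beta, preincubated 15 min at room temperature with compound before 50 nM substrate (final) was added. Read at 0 and 10 min; four-parameter Hill fit.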
# POLK inh: blocks human DNA polymerase kappa activity; purified Pol kappa, fluorescent DNA synthesis assay, 10 min; Potency, µM (doses to about 107 µM), inactives show at the highest dose activity, negative = inhibition, usual class: inhibitors; AID 588579; 0.53% of 400,000 active; note: potency is the fitted concentration of half-maximal effect; % is set by controls: 0 for no effect and ±100 for the full control effect
#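 Here, compound and 10 nM enzyme are combined for 15 min at room temperature; adding 50 nM substrate (final) starts DNA synthesis, tracked by fluorescence at 0 and 10 min against buffer-only wells.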
# ERG Ets-DNA blk: ERG Ets/DNA interaction inhibition; P11308; fluorescence polarization, His-ERG Ets domain / labelled DNA; Potency, µM (doses to about 76.9 µM), inactives show at the top dose FP activity, negative = inhibition, most hits filed as inhibitors; 0.028% of 370,000 active; active = well fitted inhibition curve with a large enough effect in the polarisation, with a control signal flat; inconclusive = small, poorly fitted or top-dose-only effect, or effect the other way, or a change in a side signal; inactive = no such curve, though single readings can be large or run the other way; the % refers to the polarisation;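 note: polarization taken with two DNA probes labelled with fluorescein and Texas red; potency is the fitted concentration of half-maximal effect; % of control where 0% means no effect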
# Target sequence (P11308 whole entry, looked up, the tested form may be a part): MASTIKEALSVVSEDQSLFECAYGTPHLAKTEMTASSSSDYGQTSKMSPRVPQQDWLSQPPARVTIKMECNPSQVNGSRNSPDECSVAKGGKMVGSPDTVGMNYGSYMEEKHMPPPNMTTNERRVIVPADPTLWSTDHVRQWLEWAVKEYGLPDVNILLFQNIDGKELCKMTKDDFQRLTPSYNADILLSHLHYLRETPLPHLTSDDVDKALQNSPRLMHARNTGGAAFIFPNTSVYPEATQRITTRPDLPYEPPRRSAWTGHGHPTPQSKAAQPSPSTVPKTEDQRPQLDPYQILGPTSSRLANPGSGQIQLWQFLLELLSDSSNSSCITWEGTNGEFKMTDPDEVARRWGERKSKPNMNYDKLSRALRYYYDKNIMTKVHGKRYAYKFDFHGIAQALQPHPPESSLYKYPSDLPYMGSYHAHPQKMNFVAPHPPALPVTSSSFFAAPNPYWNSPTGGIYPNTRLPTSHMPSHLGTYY
#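 His-tagged ERG Ets domain (1 uM in the protein solution; 300mM KCl, 50mM Tris-HCl, 1mM EDTA, 1mM DTT, pH 7.5) received compound, then a probe mix of 5 nM fluorescein-DNA and 100nM Texas-615-DNA. Fluorescence polarization was read for both dyes.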
# * hit, by the source's call; i = inactive; ? = inconclusive; . = not tested or not shown; & = joins results of further samples; [ ] = another dose, or the depositor's remark. Unless noted, calls come from the whole dose curve; as a rule, active = well fitted curve in the direction sought with a large enough effect; inconclusive = small, poorly fitted or top-dose-only effect, or another doubt; inactive = no such curve, though single readings can be large; an effect the other way counts as inactive or inconclusive.
SMILES,ALOX12 inh,BLM helicase inh,Pol iota inh,Apoferritin bind,TRHR ag,APE1 inh,Pol beta inh,POLK inh,ERG Ets-DNA blk
O=C(CNC(=O)c1ccccc1Cl)Nc1ccc(F)cc1,-10.5%,-0.3%,4.7%,0.0%,0.4,2.2%,-0.2%,-19.7%,8.4%
Cc1ccc2nc(C(=O)N3CCCC(Nc4ccc(F)cc4)C3)cn2c1 (centres undefined),.,-2.3%,11.5%,-4.7%,0.9,11.1%,-1.3%,-0.6%,3.7%
CCCCCN(C(=O)NC(=O)Nn1cnnc1)S(C)(=O)=O,24.2%,-2.2%,-0.8%,-13.3%,0.4,2.1%,22.0%,-3.6%,.
COc1ccc(C)cc1NC(=O)C1CC(=O)N(CCc2ccccc2)C1 (centres undefined),-1.8%,-6.5%,13.8%,-1.0%,0.4,-9.1%,0.7%,1.7%,-6.6%
N#Cc1c(=O)c2nc(NCc3ccccc3)ncc2n2ccccc12,-13.5%,-4.2%,?,143.7%[activator],-0.4,0.5%,-9.9%,-2.2%,-2.9%
O=C(CSc1nnc(-c2ccncc2)o1)Nc1ccc(F)c(F)c1,16.6%,.,18.6%,.,-0.3,5.4%,.,-7.6%,5.4%
COc1ccc(N2CCN(Cc3nc4c(c(=O)[nH]c(=O)n4C)n3Cc3ccccc3C)CC2)cc1,?,-4.6%,19.9%,2.7%,-1.9,.,2.2%,-7.3%,1.9%
Cc1ccccc1-c1ccc(=O)n(CC(=O)Nc2ccc(N3CCOCC3)cc2)n1,-16.0%,-1.6%,-7.0%[58.9 µM],-18.4%,-0.1,1.1%,-2.3%,-10.5%,-1.3%
COC(=O)c1ccc(N)cc1O,-1.2%,0.1%,2.0%,-13.6%,0.6,?,10.5%,-19.2%,-2.8%
NC(=O)NCCCC(NC(=O)c1ccc(C#CC2(O)CCCCC2)cc1)C(=O)O (centres undefined),-0.1%,-1.3%,106.2%[activator],-3.1%,-0.1,1.5%,21.2%,-8.0%,12.3%
NC(=O)c1ccsc1NC(=O)COC(=O)/C=C/c1ccccc1[N+](=O)[O-],-14.7%,.,?,.,.,-33.4%,.,-13.8%,1.3%
Cc1cccc(Oc2nc3c(c(=O)n(C)c(=O)n3C)n2Cc2ccccc2)c1C,?,-2.9%,20.4%,-2.0%,-1.2,.,-1.8%,-5.6%,-2.1%
CCN(C(=O)C1CCCN(c2ncnc3onc(-c4ccc(F)cc4)c23)C1)c1ccccc1 (centres undefined),-7.9%,1.8%,-5.9%,38.3%,-1.1,.,-1.6%,-8.6%,1.2%
C/C(=N\NC(=O)Cc1ccc(Cl)cc1)c1cccnc1,i,-3.2%,-12.7%,?,-1.0,-4.1%,28.7%,2.0%,-7.2%
CN(C)C(=O)CN(C)S(=O)(=O)c1ccc(Cl)cc1,27.4%,-0.4%,22.6%,-3.6%,-0.7,0.1%,5.8%,-0.3%,2.7%
CCn1c(C)c(C(C)=O)c(N2CCCCC2)nc1=S,-26.7%,-2.8%,13.0%,-0.9%,0.4,-2.5%,-5.2%,-13.7%,-5.6%
COc1ccc(CNC(=O)C(C)N2C(=O)NC(c3ccccc3)(c3ccccc3)C2=O)cc1 (centres undefined),37.3%[activator],.,21.7%,.,-0.3,46.8%[activator],.,-8.8%,2.8%
CC(=O)Oc1ccc(C(=O)Nc2cccc(C(=O)c3ccc(C)c(C)c3)c2)cc1,-7.6%,-9.4%,14.5%,-13.3%,0.7,-4.9%,9.7%,-16.0%,8.8%
CCOc1ccc(C(C(=O)NC2CCCCC2)N(C(=O)Cc2cccs2)c2ccc(-n3cnnn3)c(OC)c2)cc1 (centres undefined),-14.4%,-8.5%,5.9%,-8.0%,-0.9,1.3%,?,0.9%,2.5%
COc1ccc(CCNC(=O)c2cccc(S(=O)(=O)N3CCCCCC3)c2)cc1,8.8%,.,3.7%,.,0.5,4.3%,.,0.8%,6.6%
C=CCn1c(=S)sc2c(=O)[nH]cnc21,135.2%[activator],-2.2%,-5.0%,-1.1%,-0.7,8.1%,61.3%,-6.4%,-5.8%
O=C(CCCC(=O)OCC(=O)c1cccs1)Nc1ccc(Oc2ccccc2)cc1,18.2%,-17.5%,4.2%,?,-0.8,?,-2.8%,-11.6%,5.3%
COC(=O)[C@H](CCSC)NC(=O)Nc1cccc(C)c1C,0.0%,0.4%,9.6%,-5.6%,0.2,0.7%,18.8%,-16.9%,1.8%
O=C(O)c1cnc(N2CCOCC2)nc1,-0.6%,-2.0%,22.2%,-1.7%,0.0,7.3%,37.5%[activator],0.2%,-1.1%
NCC(O)COCCC12CC3CC(CC(C3)C1)C2 (centres undefined),-9.0%,-5.3%,22.6%,?,0.9,8.9%,4.2%,-6.6%,6.2%
CC(C)CN(C(=O)CC1CCCC1)c1c(N)n(Cc2ccccc2)c(=O)[nH]c1=O,-5.2%,.,15.7%,.,0.0,0.6%,.,-8.7%,-0.8%
CCOc1ccc(-n2nc(CO)c(C(=O)NCC(C)O)n2)cc1 (centres undefined),-5.1%,0.5%,14.5%,-7.7%,1.8,.,0.2%,0.9%,1.5%
Cn1ccnc1SCCC#N,2.0%,-0.2%,-1.3%,-4.8%,-0.8,-10.0%,38.2%,1.4%,-6.5%
CCC(=O)N1CCc2cc(S(=O)(=O)NC(C(=O)NCc3ccccc3)C(C)C)ccc21 (centres undefined),-7.0%,2.3%,3.1%,-7.9%,0.1,0.0%,18.0%,-11.5%,1.5%
NNC(=O)c1csc(COc2cc(Cl)cc(Cl)c2)n1,370.3%[activator],1.7%,35.2%[activator],-1.7%,3.5,-0.9%,3.3%,-7.7%,2.7%
Cc1cccc(OCC(=O)NCC(=O)N/N=C/c2cccnc2)c1,370.9%[activator],0.8%,10.9%,-3.9%,-0.9,0.2%,20.4%,0.0%,-0.5%
CN(C)c1ccc(/C(=N\O)C(F)(F)F)cc1,-11.4%,-13.6%,4.9%,?,-1.2,-2.1%,-1.3%,-13.3%,-0.9%
CCC1(CC)C(=O)C2=C3C1[C@H](C(=O)OC)CC(C(=O)OC)C[C@H]3n1c(=O)n(-c3ccccc3)c(=O)n1[C@H]2C (some centres undefined),-11.7%,-3.1%,31.5%[activator],-12.3%,.,0.8%,.,-8.9%&14.6%,1.6%
Cc1noc(C)c1C(=O)Nc1cccc(S(=O)(=O)N2CCCCC2)c1,9.7%,.,23.1%,.,0.0,17.4%,.,-9.8%,-3.6%
C[C@H](NC(=O)c1nc[nH]c1C(=O)NCc1ccc(CNC(=O)OC(C)(C)C)cc1)c1ccccc1,-7.0%,.,13.3%,.,0.7,0.0%,.,-5.7%,-18.9%
COc1ccccc1NC(=O)CC1COc2ccccc2O1 (centres undefined),13.9%,-0.7%,9.3%,-18.9%,-0.4,1.4%,-2.3%,-2.2%,0.5%
CCc1ccc(NC(=O)C(CC)c2ccccc2)cc1 (centres undefined),-1.4%,-3.5%,-1.3%,-14.2%,12.3,11.7%,43.5%,-15.0%,-0.5%
CCCCNC(=O)[C@@H]1CC=C[C@@H]2CCN(C3CC3)C(=O)[C@@H]21,4.7%,.,14.8%&4.5%,.,.,.,.,-16.0%&13.2%,-9.5%
Cc1c(C(=O)N2CCOCC2)c(S(=O)(=O)Nc2cccc(C#N)c2)c(C)n1C,5.2%,0.9%,-2.5%,-1.9%,0.0,31.4%,27.0%,4.5%,9.6%
CCN(CCO)C(=O)C12CCC(C)(C(=O)C1)C2(C)C (centres undefined),2.5%,5.0%,-1.6%[58.9 µM],-6.8%,0.2,-4.2%,18.4%,-0.8%,-13.8%
Cc1cc(C)c(S(=O)(=O)N2CCCC2CNC(=O)c2ccc3c(c2)OCO3)c(C)c1 (centres undefined),-0.6%,.,21.2%,.,-0.9,14.1%,.,-2.7%,2.8%
O=C1Cc2cc(S(=O)(=O)Nc3cccc(C(F)(F)F)c3)cc3c2N1CCC3,-23.4%,-0.7%,54.8%[activator],-20.2%,0.1,.,-18.6%,-10.5%[60.1 µM],8.7%
O=C(CC(O)(C(F)(F)F)C(F)(F)F)Nc1ccc(Cl)c(Cl)c1,?,-10.7%,-4.5%,?,4.4,2.0%,-17.1%,-9.3%,6.8%
CN(CCOc1ccccc1)C(=O)CCc1c[nH]c2ccccc12,10.7%,-4.3%,38.1%[activator],-10.3%,-0.5,-18.3%,-5.3%,-25.0%,-11.7%
CCOc1ccc(-n2nc3ccc(NC(=O)COc4ccccc4)cc3n2)cc1,7.4%,-1.8%,?,-2.4%,1.2,.,0.6%,7.5%,0.4%
O=C(NC1CCS(=O)(=O)C1)c1cccc(S(=O)(=O)N2CCCCCC2)c1 (centres undefined),-0.3%,-3.7%,54.4%[activator],-6.2%,-0.1,1.5%,-0.1%,2.4%,-1.8%
CC(=O)c1ccc(NC(=O)COc2ccccc2-c2nc(-c3cccc(C)c3)no2)cc1,-7.3%,-1.0%,16.6%,-10.9%,-0.2,.,4.2%,-9.3%,-5.7%

# 3 compounds already listed, ordered by length of the SMILES, falling.
SMILES,ALOX12 inh,BLM helicase inh,Pol iota inh,Apoferritin bind,TRHR ag,APE1 inh,Pol beta inh,POLK inh,ERG Ets-DNA blk
Cc1ccccc1-c1ccc(=O)n(CC(=O)Nc2ccc(N3CCOCC3)cc2)n1,-16.0%,-1.6%,-7.0%[58.9 µM],-18.4%,-0.1,1.1%,-2.3%,-10.5%,-1.3%
COC(=O)c1ccc(N)cc1O,-1.2%,0.1%,2.0%,-13.6%,0.6,?,10.5%,-19.2%,-2.8%
Cn1ccnc1SCCC#N,2.0%,-0.2%,-1.3%,-4.8%,-0.8,-10.0%,38.2%,1.4%,-6.5%

# The list is partial; the hit share may differ from the screen's.
